# TDP1 cell CPT: DT40-hTDP1 cell growth loss with CPT | chicken DT40 Tdp1-/-;hTDP1 cells + 20 nM CPT, ATP luminescence, 48 h | Potency, µM (highest dose often 46.2 µM), for the others: at the top dose activity change, negative = growth inhibition, most hits filed as inhibitors | 420,000 tested, 12% active | AID 686979; also: nearly all actives have a fitted effect of over 55% in size
#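 Cell growth measured by CellTiter-Glo luminescence after a minimum 48 h, 37 C compound exposure with 20 nM CPT in Tdp1-knockout DT40 cells stably expressing hTDP1, seeded 400/well; qHTS titration format.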
# TDP1 cell noCPT: qHTS for Inhibitors of human tyrosyl-DNA phosphodiesterase 1 (TDP1): qHTS in cells in absence of CPT. DT40 Tdp1-/- hTDP1 cells, no CPT, ATP luminescence, 48 h. Potency, µM (series often up to 46.2 µM), inactives show top-dose activity change, negative = growth inhibition, hits mostly inhibitors. 420,000 tested, 15% active. AID 686978, 2013; also: nearly all actives have a fitted effect of over 55% in size
#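 Chicken DT40 Tdp1-/- cells complemented with human TDP1, screened without camptothecin (DMSO vehicle only), 400 cells/well. Compounds pin-transferred, cells incubated at 37 °C for at least 48 hr. Growth read as ATP-dependent luminescence (CellTiter-Glo, 30 min at RT).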
# TDP1 inh: TDP1 (human) enzyme inhibition | recombinant TDP1, AlphaScreen DNA substrate cleavage | Potency, µM (doses to about 130 µM), for the others: at the top dose activity change, negative = inhibition, hits mostly inhibitors | 350,000 tested, 0.28% active | AID 485290; also: nearly all actives have a fitted effect of over 40% in size
# Target sequence (Q9NUW8 whole entry, looked up): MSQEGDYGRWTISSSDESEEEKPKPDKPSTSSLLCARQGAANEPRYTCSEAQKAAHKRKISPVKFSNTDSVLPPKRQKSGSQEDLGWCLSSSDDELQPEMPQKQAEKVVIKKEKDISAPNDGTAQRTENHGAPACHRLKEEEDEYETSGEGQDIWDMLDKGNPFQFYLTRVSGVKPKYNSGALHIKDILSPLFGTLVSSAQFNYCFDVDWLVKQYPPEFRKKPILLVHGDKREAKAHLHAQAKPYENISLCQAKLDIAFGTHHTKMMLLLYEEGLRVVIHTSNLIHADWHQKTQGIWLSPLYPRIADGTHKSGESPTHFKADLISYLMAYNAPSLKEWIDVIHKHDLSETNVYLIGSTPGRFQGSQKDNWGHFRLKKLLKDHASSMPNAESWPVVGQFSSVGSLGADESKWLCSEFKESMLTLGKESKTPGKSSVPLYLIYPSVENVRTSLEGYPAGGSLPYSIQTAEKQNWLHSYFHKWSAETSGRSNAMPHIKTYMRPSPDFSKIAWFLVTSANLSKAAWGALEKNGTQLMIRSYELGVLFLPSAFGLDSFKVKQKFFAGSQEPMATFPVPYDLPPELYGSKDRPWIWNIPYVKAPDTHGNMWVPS
#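 Compounds were preincubated with Tdp1 (1 nM final) for 15 min at room temperature before substrate (15 nM final) started a 5 min reaction; beads (10 ug/ml final) were then added for 10 min before AlphaScreen detection.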
# Active calls of the source: *; ? = inconclusive; · = no result given; & = joins results of further samples; ! = repeats disagree; [ ] = remark or other dose. Calls follow the shape of the dose curve; as a rule, active = well fitted curve in the direction sought with a large enough effect; inconclusive = small, poorly fitted or top-dose-only effect, or another doubt; inactive = no such curve, though single readings can be large; an effect the other way counts as inactive or inconclusive. % is scaled to controls: 0 for no effect and ±100 for the full control effect; potency is read from the fitted curve at half-maximal effect.
# Sequence of screens – TDP1 cell CPT, TDP1 cell noCPT, TDP1 inh
> C/C(=N\NC(=O)c1cccc(F)c1)c1cccc(NC(=O)c2ccc(F)cc2)c1
  -1%, -15%, 2%
> CC[C@]12c3[nH]c4ccc(OC)cc4c3CCN1C(=O)C(CC(=O)NCCN1CCOCC1)C[C@@H]2C(=O)N1CCN(C(=O)c2ccco2)CC1 (stereo not given in full)
  7%, 15%, ·
> O=[N+]([O-])c1ccc(NN=Cc2ccco2)nc1
  3%, -28%, ·
> O=[N+]([O-])c1cccc2cn[nH]c12
  -18%&-28%&2%, 7%&-16%&-14%, 6%
> Cc1ccc(S(=O)(=O)N2CCOCC2)cc1C(=O)NCc1ccccc1CN1CCCC1
  -8%, 10%, 0%
> CCCNC(=O)c1ccc(CN2CCOCC2)cc1
  -17%, 19%, 1%
> Cn1ncc(Br)c1C(=O)NC1CCCC1
  -11%, -4%, 3%
> CCCNC(=O)c1cnn2c(C(F)F)cc(-c3ccccc3)nc12
  21µM*, 21µM*, -1%
> COc1ccc(-c2c(NC(=O)CC(C)C)n(C)c3ccccc3c2=O)cc1OC
  -2%, -9%, ·
> Cc1ccc(-c2nc(-c3cccnc3)sc2CC(=O)Nc2ccc3nc(C)sc3c2)cc1
  -40%, ?, 7%
> NS(=O)(=O)c1ccc(CCNC2CC(=O)N(CCc3ccccc3)C2=O)cc1 (stereo not given)
  -15%, -9%, 1%
> Cc1ccc(NC(=O)CCC(=O)OCC(=O)c2ccc(Oc3ccc([N+](=O)[O-])cc3)cc2)c(C)c1
  ?, -28%, 2%
> N=c1c(C(=O)NCCc2ccccc2)cc2c(=O)n3ccccc3nc2n1CCCN1CCOCC1
  -26%, 15µM*, 6%
> COc1ccc(C(=O)CSc2nnc(-c3ccoc3C)n2CC2CCCO2)cc1 (stereo not given)
  ?, ?, 4%
> COc1cc(NS(=O)(=O)c2ccc(N/C=C(\C#N)c3nc4ccccc4o3)cc2)nc(OC)n1
  -2%, -19%, 7%
> CCOC(=O)c1c(NC(=O)C2C3C=CC(C3)C2C(=O)O)sc2c1CCC(CC)C2 (stereo not given)
  16µM*, ?, -5%
> CCOC(=O)N1CCN(C(=O)Cn2ncc3ccccc32)CC1
  -3%, 1%, -8%
> Cc1[nH]c(C(=O)O)c(C#N)c1C(=O)c1ccccc1
  -1%, 6%, ·
> CNC(=O)c1sccc1SCc1ccc(Cl)cc1Cl
  21µM*, 18µM*, 2%
> O=c1[nH]c2cnccc2n1-c1ccccc1
  0%, 1%, -1%
> O=C(NCc1ccccc1)C(c1ccc(O)cc1)N(C(=O)c1cnccn1)c1ccccc1 (stereo not given)
  ?, ?, -6%
> COc1ccc(-c2cc(C(F)(F)F)nc(N3CCN(C)CC3)n2)cc1OC
  ?, 21µM*, 4%
> CCCn1nc(C(=O)Nc2cccc(S(=O)(=O)N3CCOCC3)c2)c2ccccc2c1=O
  ?, 26µM*, ·
> O=C(Nc1ccc(F)cc1)c1cc(-c2ccccc2)no1
  -6%, -19%, -3%
> Cc1ccc(C(=O)O)cc1NS(=O)(=O)c1ccc2c(c1)oc(=O)n2C
  -2%, -3%, ·
> CCCOc1cccc(C2c3c(-c4ccccc4O)n[nH]c3C(=O)N2Cc2ccco2)c1 (stereo not given)
  ?, ?, 11%
> Cc1ccc(-n2ncc3c(=O)n(CC(=O)N4CCN(c5ccccc5F)CC4)cnc32)cc1C
  -27%, -20%, 1%
> CC(=O)N1CCN(CC(=O)Nc2ccccc2Sc2ccccc2)CC1
  ?, 23µM*, 4%
> CCOc1ccccc1NC(=O)CSc1nc2c(oc3ccccc32)c(=O)n1Cc1ccco1
  16µM*, 21µM*, 1%
> Cn1c(SCC(=O)OC2CCCCC2)nnc1-c1ccc(S(=O)(=O)N2CCCC2)cc1
  -20%, -9%, -2%
> Cc1ccc(S(C)(=O)=NC(=O)c2cc(C)on2)cc1 (stereo not given)
  26%, -7%, 0%
> O=C(NCCCn1ccnc1)C1CCCN(S(=O)(=O)c2ccc(F)cc2)C1 (stereo not given)
  18%, -13%, 12%
> CCOc1ccc(CC(=O)NCC(=O)NCc2cc(=O)n(C)c(=O)n2C)cc1
  6%, 0%, ·
> O=C(O)c1ccc(CNCc2ccc(Cl)cc2)s1
  -7%, -9%, -5%
> Cc1nc2ccccc2n1CCOc1ccc([N+](=O)[O-])cc1
  7%, ?, 1%
> CCOC(=O)[C@H]1[C@H]2COc3ccc(Cl)cc3[C@@H]2N2C(=O)c3cc(Cl)ccc3NC(=O)[C@@]12C
  13µM*, ?, 2%
> Cc1ccc(C(=O)COC(=O)CN2C(=O)C3C4CC(C(Br)C4Br)C3C2=O)cc1 (stereo not given)
  -13%, -15%, 6%
> CCOC(=O)NC1=NCC(C)S1 (stereo not given)
  -2%, -7%, 7%
> COc1cccc(NC(=O)c2c(C)nn(-c3ccccc3)c2Cl)c1
  ?, ?, ·
> COc1ccc(CCNC(=O)C(=O)NCCC2CCCCN2S(=O)(=O)c2ccccc2)cc1 (stereo not given)
  23µM*, 23µM*, 0%

# Sorted by formula weight (lowest first): part of the list above.
# Sequence of screens – TDP1 cell CPT, TDP1 cell noCPT, TDP1 inh
> Cc1ccc(S(C)(=O)=NC(=O)c2cc(C)on2)cc1 (stereo not given)
  26%, -7%, 0%
> O=C(O)c1ccc(CNCc2ccc(Cl)cc2)s1
  -7%, -9%, -5%
> CC(=O)N1CCN(CC(=O)Nc2ccccc2Sc2ccccc2)CC1
  ?, 23µM*, 4%
> O=C(NCCCn1ccnc1)C1CCCN(S(=O)(=O)c2ccc(F)cc2)C1 (stereo not given)
  18%, -13%, 12%
> CCCn1nc(C(=O)Nc2cccc(S(=O)(=O)N3CCOCC3)c2)c2ccccc2c1=O
  ?, 26µM*, ·
> Cc1ccc(-n2ncc3c(=O)n(CC(=O)N4CCN(c5ccccc5F)CC4)cnc32)cc1C
  -27%, -20%, 1%
> COc1ccc(CCNC(=O)C(=O)NCCC2CCCCN2S(=O)(=O)c2ccccc2)cc1 (stereo not given)
  23µM*, 23µM*, 0%

# The listing continues:
# Sequence of screens – TDP1 cell CPT, TDP1 cell noCPT, TDP1 inh
> Cc1ccc[n+](C2C(c3ccc([N+](=O)[O-])cc3)C(C#N)=C([S-])NC2(O)C2CC2)c1 (stereo not given)
  -25%, -29%, 3%
> CCN1CCN(c2ncc3c(n2)CCN(Cc2ccc(OC)c(OC)c2)C3)CC1
  -8%, -14%, -6%
> Cc1cc(C(=O)Nn2cnc3ccccc3c2=O)ccc1[N+](=O)[O-]
  3%, -18%, 4%
> CN1CCN(c2ncc3nc(-c4cccc(C#N)c4)c(=O)n(C)c3n2)CC1
  ?, ?, ·
> C=C(C)CN(CC)C(=O)CCc1nnc(CCCc2ccccc2)o1
  5%, ?, ·
> COc1ccc2oc(=O)cc(CN3CCN(c4ccccc4OC)CC3)c2c1
  ?, ?, 9%
> OC1C=CSc2nc3ccccc3n21 (stereo not given)
  13µM*, 15µM*, 3%
> COc1cc(-c2c(C#N)c(N)nc3c2c(C)nn3-c2ccc(C)c(C)c2)cc(OC)c1OC
  ?, ?, 3%
> Cc1ccc2c(c1)nc(NCCO)n2C
  0%, 1%, 0%
> Cc1cc(OCC(=O)OCC(=O)N2CC(C)CC(C)C2)ccc1Cl (stereo not given)
  -3%, 3%, -3%
> CCCOc1ccc(CNC(=O)c2[nH]c3cc(OC)ccc3c2Sc2ccccc2)cc1
  ?, ?, 9%
> CCC(C(=O)NC1C(=O)N2C(C(=O)O)=C(CSc3nnc(C)s3)CSC12)c1ccccc1 (stereo not given)
  -4%, -18%, -6%
> Cc1ccc(Nc2cc(C)c(C#N)c3nc4ccccc4n23)cc1Cl
  ?, ?, ·
> Cc1ccc(C)c(OCCC(=O)OCC(=O)N2CCN(S(=O)(=O)c3ccc(Cl)cc3)CC2)c1
  ?, ?, -14%
> CC(C)NC(=O)CSc1nc2[nH]ncc2c(=O)[nH]1
  -4%, -14%, 3%
> COc1ccc(OCc2cc(C(=O)N(C)Cc3cc(C)no3)no2)c(Cl)c1
  -6%, ?, 0%
> CCCCN1C(=O)c2ccc(C(=O)Nc3cccnc3)cc2C1=O
  -14%, 2%, -6%
> COc1cc(C(=O)OCC(=O)N2CCN(C(C)=O)CC2)ccc1OCC(C)C
  8%, -6%, 9%
> NC(=NC(=O)c1ccccc1)N1N=CCC1c1ccccc1 (stereo not given)
  -7%, -16%, -6%
> CC1(C)CC(=O)C(C=Nc2ccc(Cl)cn2)=C(O)C1
  -7%, -21%, 6%
> O=C(NCCc1ccccc1)[C@@H]1CC=C[C@@H]2CCN(C3CCCCC3)C(=O)[C@@H]21
  20µM*!, ?, ·
> Cc1cccc(Nc2cc(C)nc3ccccc23)c1
  -1%, ?, 1%
> Cc1ccc(NC(=O)CSc2nnc(-c3ccncc3)n2C)cc1S(=O)(=O)N1CCOCC1
  4%, -10%, 2%
> O=C(O)c1ccc2c(c1)N(Cc1ccc(F)cc1)C(=O)c1ccccc1S2
  -1%, -19%, 0%
> Cc1ccc(S(=O)(=O)N(C)CCCC(=O)N2CCOCC2)cc1
  0%, -26%, 4%
> N/C(=N\N=Cc1ccc2c(c1)OCO2)NN=Cc1ccc2c(c1)OCO2
  3.3µM*, 2.3µM*, ·
> Cc1ccc(S(=O)(=O)NCC2CCCO2)cc1 (stereo not given)
  -1%, 3%, ·
> O=C1NC(c2ccccc2)=C(c2nc3ccccc3s2)C(c2ccc(F)cc2)N1 (stereo not given)
  ?, ?, 7%
> COc1ccc(S(=O)(=O)N(C)C2CCN(C)CC2)cc1
  5%, -7%, 9%
> CSCCC(NC(=O)C12CC3CC(CC(C3)C1)C2)C(=O)OCC(=O)c1ccc(Cl)cc1 (stereo not given)
  -5%, -23%, -1%
> NS(=O)(=O)c1ccc(CNC(=O)/C=C/c2ccccc2)cc1
  11%, -5%, 0%
> CCN(CC)C(=O)[C@H]1C[C@H](CC(=O)NC/C=C(\C)CCC=C(C)C)C(=O)N2CCc3c([nH]c4cc(-c5ccco5)ccc34)[C@]12C
  ?, ?, 5%[56.1 µM]
> Cc1ccc(NC(=O)CN2C(=O)CCSc3ccc(S(=O)(=O)N4CCCC4)cc32)cc1
  -16%&-14%, ?, 1%&4%
> CC[C@]12c3[nH]c4ccc(OC)cc4c3CCN1C(=O)C(CC(=O)NCCc1ccccn1)C[C@@H]2C(=O)N1CCN(C(=O)c2ccco2)CC1 (stereo not given in full)
  6%, -9%, 2%[56.1 µM]
> Cc1nn(-c2ccccc2)c(C)c1/C=N/NC(=O)c1cc(-c2cccs2)[nH]n1
  0.82µM*, 0.0082µM*, 6%
> CC(C)c1cc(C(=O)N(C)C2CCCN(Cc3ccccc3F)C2)n(C)n1 (stereo not given)
  ?, 26µM*, ·
> COc1ccc(CN(C)CC(=O)NC(C)c2ccccc2)cc1OC (stereo not given)
  -8%, ?, 3%
> CCOC(=O)c1sc2nc(CC(=O)OC)nc(NCC(=O)OC)c2c1C
  0%, -1%, 4%
> CC(=O)NC(=S)Nc1sc2c(c1C(N)=O)CCC(C)C2 (stereo not given)
  10%, 0%, 3%
> Cn1c(=O)c2c(nc(SCCN3CCOCC3)n2Cc2ccccc2Cl)n(C)c1=O
  ?, ?, 0%
> Brc1ccc2c(c1)C(c1cccnc1)=NNC(c1cccs1)=N2
  ?, ?, 11%
> CCCC(=O)Nc1ccc(NC(=O)c2sc3ccccc3c2Cl)cc1
  ?, ?, -1%[12.3 µM]
> Cn1cc(C(=O)OCC2CCN(CCNS(C)(=O)=O)CC2)c2ccccc21
  ?, ?, 8%&8%[56.1 µM]
> COc1cc(NC(=O)c2cccc(Cl)c2Cl)ccc1NC(=O)c1cc2ccccc2o1
  5.2µM*, 2.6µM*, 0%[2.28 µM]
> CCNC(=O)C1(C)CCCN(Cc2ccc(-c3ccccn3)cc2)C1 (stereo not given)
  -29%, -28%, ·
> Cc1ccc(S(=O)(=O)c2c(C)nn(C(C)(C)C)c2OC(=O)C(C)(C)C)cc1
  ?, ?, -1%
> CC1(c2ccccc2Cl)NC(=O)N(CC(=O)N2CCN(S(=O)(=O)c3ccccc3)CC2)C1=O (stereo not given)
  0%, -8%, -1%
> Cc1csc2nc(O)c(C(=O)NCCC3=CCCCC3)c(=O)n12
  15µM*, 7.3µM*, 0%
> O=C(CCN1C(=O)C2C3C=CC(C3)C2C1=O)NCCN1CCCc2ccccc21 (stereo not given)
  4%, -1%, 1%
> C[C@H](CO)N1C[C@H](C)[C@H](CN(C)C(=O)Nc2ccc3c(c2)OCO3)Oc2ncc(Br)cc2C1=O
  5%, -4%, ·
> CCN(CC(=O)NCc1cccs1)C(=O)c1ccc(-c2ccccc2F)o1
  ?, 18µM*, 1%[56.1 µM]
> O=C(Nc1ccc(F)cc1)N1CCN2C(=O)c3ccccc3C12c1ccccc1 (stereo not given)
  -20%, -15%, 4%
> COc1ccccc1CNS(=O)(=O)c1ccc2c(c1)NC(=O)CC(=O)N2
  6%, -15%, 4%
